KCNQ2 inh – KCNQ2 potassium channel inhibitors, primary screen, cell-based, CHO-K1, FluxOR thallium flux, B-score (AID 2156); Potassium voltage-gated channel subfamily KQT member 2 (Rattus norvegicus), O88943; 20 min; stronger effect = lower value; B-score at 10 µM; 310,000 compounds, 1.1% hits;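 active means fluorescence ratio B-score at most minus 3 library SDs, with starting brightness B-score within 2 library SDs, cut at about -5.5 in these data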
Kir21 block – inhibitors of mouse Kir2.1 inward-rectifier potassium channel; HEK293-Kir2.1, FluxOR thallium flux fluorescence; stronger effect = lower value; Inward rectifier potassium channel 2 (Mus musculus), P35561; AID 1672, 2009; B-score at 10 µM; 310,000 compounds, 0.85% hits;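 active means fluorescence ratio B-score at or below minus 3 SD of library scores, with starting-brightness B-score within 2 SD, cut at about -4.2 in these data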;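 further: channel flux triggered by added potassium and thallium sulfate stimulus; B-score of peak minus minimum fluorescence over baseline after thallium stimulus; more negative B-score means stronger Kir2.1 block with less thallium influx; some compounds called inactive have numbers as strong as hits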
Target sequence (P35561 whole entry, looked up): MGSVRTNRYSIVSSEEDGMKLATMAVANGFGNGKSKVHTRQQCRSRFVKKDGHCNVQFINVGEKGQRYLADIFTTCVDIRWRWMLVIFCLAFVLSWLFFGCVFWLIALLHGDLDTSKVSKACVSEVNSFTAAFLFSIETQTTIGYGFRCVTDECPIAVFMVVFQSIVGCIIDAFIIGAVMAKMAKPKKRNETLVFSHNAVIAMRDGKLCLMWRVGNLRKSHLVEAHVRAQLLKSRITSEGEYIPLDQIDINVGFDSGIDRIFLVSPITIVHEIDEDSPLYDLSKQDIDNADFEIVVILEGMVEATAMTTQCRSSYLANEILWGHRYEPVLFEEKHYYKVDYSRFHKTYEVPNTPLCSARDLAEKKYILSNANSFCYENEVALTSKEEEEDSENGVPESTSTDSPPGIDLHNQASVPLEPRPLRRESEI
Numbers without * were called inactive; i = inactive.

Kir21 block | KCNQ2 inh | canonical_smiles
1.2 | i | CC(c1ccccc1)N(NC(=O)C(O)(c1ccccc1)c1ccccc1)C(=O)c1ccccc1 (stereo unspecified)
-0.29 | i | CCCN(Cc1ccccc1)C(=S)Nc1cccc(C(F)(F)F)c1
-0.94 | i | CC(C)c1nnc(SCC(=O)Nc2ccc3c(c2)OCO3)n1C
-0.64 | i | CCn1c(=O)n(CC)c2cc(S(=O)(=O)N3CCCCC3)c(C)cc21
-0.11 | i | NS(=O)(=O)c1ccc(CCNC(=O)c2cnccn2)cc1
1.7 | i | CCCCOc1ccc(CNC(=O)NS(=O)(=O)c2ccc(OCC)cc2)cc1
-0.25 | i | Nc1nc(SCC(=O)N2CCCC2)[nH]c(=O)c1NC(=O)c1ccco1
0.43 | i | C/C(=N\OC(=O)c1ccc(Cl)cc1)c1sc(-c2ccccc2)nc1C
-0.7 | i | O=C1CN(C(=O)CCN2CCOCC2)C(c2ccccc2)c2cc(Br)ccc2N1 (stereo unspecified)
-2.3 | i | NC1=NC(c2cn(-c3ccccc3)nc2-c2cccs2)n2c(nc3ccccc32)N1 (stereo unspecified)
-0.02 | i | COc1ccc(CC(=O)Nc2ccc3c(C)cc(=O)oc3c2)cc1OC
0.81 | i | O=C(CSc1nnc(-c2cccnc2)n1-c1ccccc1)NCc1ccc2c(c1)OCO2
-0.07 | i | COC(=O)CSc1ccnc2cc(Cl)ccc12
1.9 | i | CCCOn1c(-n2nc(C)cc2C)nc2ccccc2c1=O
-0.92 | i | CCCN1C(=O)C(O)(CC(=O)c2cccc(OC)c2)c2ccccc21 (stereo unspecified)
1 | i | CN1CCN(c2ccc(NC(=O)N3CCc4ccccc43)cc2)CC1
0.02 | i | CCOC(=O)c1cc(C)[nH]c1C
0.32 | i | CCOC(=O)c1ccc(NC(=O)Nc2c(C)n(C)n(-c3ccccc3)c2=O)cc1
0.57 | i | COc1cccc(C2C(C(=O)c3cccs3)=C(O)C(=O)N2CCN(C)C)c1OC (stereo unspecified)
-0.5 | i | Fc1ccc(-c2csc(NC(=S)Nc3ccccc3)n2)cc1
-1.5 | i | Cc1cc(C)c(-n2c(SCc3nc4ccccc4s3)n[nH]c2=O)c(C)c1
0.59 | i | CCOc1cc(/C=N/NC(=O)c2cccc(S(=O)(=O)N3CCCC3)c2)ccc1OCC(=O)N(C)C
1.4 | i | Cc1cc(C)c2nc(C(F)(F)F)nc(N3CC(C)OC(C)C3)c2c1 (stereo unspecified)
0.92 | i | Cc1nc2nc(SCC(=O)c3ccc([N+](=O)[O-])cc3)[nH]c2cc1Br
0.66 | i | Cc1cc(C)n(-c2ncnc3ccccc23)n1
0.43 | i | COc1cccc2cc(-c3cc(=O)oc4cc(C)c(OCC(C)=O)cc34)oc12
-0.34 | i | Cc1ccc(C(=O)CC(=O)COc2ccc(Cl)cc2C)cc1
-0.92 | i | COCCn1c(SCC(=O)Nc2cc(C)cc(C)c2)nc2ccccc2c1=O
1.8 | i | Cc1noc(NS(=O)(=O)c2ccc(NC(=O)c3oc4ccc(F)cc4c3C)cc2)c1C
-1.1 | i | CCN(C(C)=O)N(CC)c1nc(Cl)nc(NC(C)C)n1
0.91 | i | Cc1cc(C)c(NC(=O)Cn2c([N+](=O)[O-])cnc2C)c(C)c1
0.24 | i | COCCn1c(N)c(C(=O)Nc2sc3c(c2C(=O)OC)CCCC3)c2nc3ccccc3nc21
2.2 | i | COc1ccc(OCCSc2nc(-c3ccccc3)cc(=O)[nH]2)cc1
-2.3 | i | CCn1c(SCc2ccc(C(=O)Nc3cc(C)cc(C)c3)cc2)nnc1-c1ccncc1
3 | i | COC(=O)c1c(NC(=O)C2CC(C)=C(C)CC2C(=O)O)sc2c1CCCCC2 (stereo unspecified)
0.24 | i | O=C(NCCc1cccc(F)c1)C1CCCN(c2nc3ccccc3s2)C1 (stereo unspecified)
-0.18 | i | CN1CCN(c2nc3c(c(=O)n(C)c(=O)n3C)n2CC(N)=O)CC1
0.48 | -5.9* | C[C@@H](C(=O)Nc1ccc2ccccc2c1)[C@H]1C[C@]1(C)[C@H](NC(=O)OCc1ccccc1)c1ccccc1
0.36 | i | CCN(CC)C(=O)c1nn(Cc2ccccc2)c(=O)c2ccccc12
1.5 | i | COc1cccc2c1OCC(CN1CCN(C3CCCCC3)C(CCO)C1)=C2 (stereo unspecified)
2.5 | i | Clc1ccc(-c2csc(N3CCSCC3)n2)cc1
-0.1 | i | O=C(/C=C/c1ccco1)NCC(=O)N/N=C/c1ccccc1[N+](=O)[O-]
0.46 | i | O=C1CSC(c2cccs2)N1c1ccccc1 (stereo unspecified)
0.26 | i | O=C(CSc1nnc(CNc2ccccc2)o1)c1ccc2c(c1)OCCO2
0.17 | i | COc1cc(OC)c(NC(=O)CC(=O)Nc2cc(Cl)c(OC)cc2OC)cc1Cl
1.5 | i | COc1cccc(-n2cc3c(c2-c2ccccc2)c(=O)n(C)c(=O)n3C)c1
2.5 | i | O=C1C2C3C=CC(C3)C2C(=O)N1c1n[nH]c(-c2cccnc2)n1 (stereo unspecified)
0.37 | i | CC(=O)NCC1CCCN(C(=O)c2oc3c(F)cccc3c2C)C1 (stereo unspecified)
0.81 | i | CCN1CCSc2ccc(C(=O)NCc3ccccc3C)cc21
0.26 | i | N#Cc1cnc(SCC(=O)N2CCCC2)nc1N
0.74 | i | CC1CCCCN1C(=O)COC(=O)C1CCN(S(=O)(=O)c2ccc(Cl)c(C(F)(F)F)c2)CC1 (stereo unspecified)
-0.17 | i | CC(C)CCN1CC(C(=O)N2CCN(c3ccc(F)cc3)CC2)CC1=O (stereo unspecified)
-1.5 | i | CCOC(=O)C1(Cc2ccccc2C(F)(F)F)CCN(C2CCN(C(C)=O)CC2)CC1
1.9 | i | COc1cc(-c2nc3ccc4ccccc4c3c3c2CCC3)ccc1O
1.8 | i | COc1cc(NC(=O)c2ccc(CNc3c(N4CCCC4)c(=O)c3=O)cc2)cc(OC)c1OC
-0.32 | i | CCC(NC(=O)c1ccccc1NC(=O)c1ccc(C)cc1)C(=O)O (stereo unspecified)
0.1 | i | O=C(Nc1nccs1)c1ccc([N+](=O)[O-])cc1Cl
-1.9 | i | O=C1c2ccccc2C(=O)N1CCN1CCc2ccccc21
0.4 | i | COc1ccc(NC(=O)Nc2nnc(Cc3ccccc3)s2)cc1
-1.8 | -8.2* | O=C(NCCCN1CCN(c2ccc(F)cc2)CC1)NC12CC3CC(CC(C3)C1)C2

14 entries already listed, sorted by molar mass, descending:
Kir21 block | KCNQ2 inh | canonical_smiles
1.8 | i | COc1cc(NC(=O)c2ccc(CNc3c(N4CCCC4)c(=O)c3=O)cc2)cc(OC)c1OC
-0.7 | i | O=C1CN(C(=O)CCN2CCOCC2)C(c2ccccc2)c2cc(Br)ccc2N1 (stereo unspecified)
1.2 | i | CC(c1ccccc1)N(NC(=O)C(O)(c1ccccc1)c1ccccc1)C(=O)c1ccccc1 (stereo unspecified)
0.57 | i | COc1cccc(C2C(C(=O)c3cccs3)=C(O)C(=O)N2CCN(C)C)c1OC (stereo unspecified)
0.92 | i | Cc1nc2nc(SCC(=O)c3ccc([N+](=O)[O-])cc3)[nH]c2cc1Br
3 | i | COC(=O)c1c(NC(=O)C2CC(C)=C(C)CC2C(=O)O)sc2c1CCCCC2 (stereo unspecified)
-0.25 | i | Nc1nc(SCC(=O)N2CCCC2)[nH]c(=O)c1NC(=O)c1ccco1
2.2 | i | COc1ccc(OCCSc2nc(-c3ccccc3)cc(=O)[nH]2)cc1
1.9 | i | COc1cc(-c2nc3ccc4ccccc4c3c3c2CCC3)ccc1O
1.4 | i | Cc1cc(C)c2nc(C(F)(F)F)nc(N3CC(C)OC(C)C3)c2c1 (stereo unspecified)
1 | i | CN1CCN(c2ccc(NC(=O)N3CCc4ccccc43)cc2)CC1
0.36 | i | CCN(CC)C(=O)c1nn(Cc2ccccc2)c(=O)c2ccccc12
-1.1 | i | CCN(C(C)=O)N(CC)c1nc(Cl)nc(NC(C)C)n1
0.66 | i | Cc1cc(C)n(-c2ncnc3ccccc23)n1

Other entries follow:
Kir21 block | KCNQ2 inh | canonical_smiles
0.69 | i | CC(C)(C)C1CCC(=NNc2ncc(C(F)(F)F)cc2Cl)CC1 (stereo unspecified)
0.52 | i | COc1cccc(COC(=O)c2cc(=O)[nH]c3ccc(S(=O)(=O)N4CCOCC4)cc23)c1OC
-2.1 | i | O=C(CCN1CCCCO1)N1CCCC(Nc2ccc(F)cc2)C1 (stereo unspecified)
-0.36 | i | O=C(Nc1ccccc1F)c1cc(S(=O)(=O)N2CCCCC2)cs1
-0.27 | i | Cc1ccccc1N1CC(C(=O)NC2CCCC2)CC1=O (stereo unspecified)
-1.6 | i | CCOC(=O)CNC(=O)C1(/C=C/c2ccccc2)CC(=O)N1c1ccc(C)cc1 (stereo unspecified)
0.57 | i | Cc1cc(Nc2ccc(C(=O)O)cc2)n2nc(C)nc2n1
-0.82 | i | Nc1nonc1-c1nc2ccccc2n1CC(=O)N/N=C/c1ccc(-c2ccccc2C(=O)O)o1
2.5 | i | CCOC(=O)C1CCCN(C(=O)Nc2c(-c3ccccc3)noc2C)C1 (stereo unspecified)
-0.09 | i | CCOc1cccc(N(C(=O)C2COc3ccccc3O2)C(C(=O)NC2CCCCC2)c2ccc(O)cc2)c1 (stereo unspecified)
0.51 | i | CC1(C(=O)N/N=C/c2ccccc2)CC1(Cl)Cl (stereo unspecified)
-1.1 | i | Cc1nn(C)c(C)c1CN(Cc1nc(-c2cc(F)ccc2F)oc1C)C1CC1
1.7 | i | CCC(C)(C)NC(=O)c1ccc2c(c1)N(CC(=O)OC)C(=O)C(C)(C)O2
0.33 | i | COc1cc(/C=C/C(=O)O)cc(S(=O)(=O)N2CCN(S(=O)(=O)c3ccc(Cl)cc3)CC2)c1OC
3 | i | CC1CCc2c(sc3nc4n(c(=O)c23)CCS4)C1 (stereo unspecified)
-1.4 | i | COc1cc(/C=C/C(=O)OCC(=O)NC2CCS(=O)(=O)C2)ccc1O (stereo unspecified)
1.8 | i | CC1CCCN(c2ccc(C(=O)NCc3ccc4c(c3)OCO4)cc2[N+](=O)[O-])C1 (stereo unspecified)
-0.04 | i | CCCOc1cccc(C(=O)N/N=C/c2ccoc2)c1
0.79 | i | CCCCc1nnc(NC(=O)c2nc3nccc(C)n3n2)s1
-2.1 | i | CN(C)CCNC(=O)C1CCCNC1=O (stereo unspecified)
0 | i | COc1ccc(-c2cc(C)no2)cc1S(=O)(=O)NCCc1ccco1
-0.03 | i | COc1ccc(/C=C/c2c([N+](=O)[O-])c(=O)n(C)c(=O)n2C)cc1OC
0.49 | -7.4* | O=C(C/C=N/OCc1c(Cl)cccc1Cl)c1ccc(Cl)cc1
1.1 | i | Cc1ccc(NC(=O)c2ccc([N+](=O)[O-])cc2)cc1S(=O)(=O)N(C)C
-1.8 | i | Cc1cc(C)c(NC(=O)COC(=O)C2=COCCO2)c(Cl)c1
0.05 | i | COc1ccccc1-n1c(CNC(=O)c2ccco2)nnc1SCC(=O)Nc1ccc(F)cc1
-0.92 | i | CC(C)(C)OC(=O)COc1cc(O)c2c(=O)cc(-c3ccccc3)oc2c1
0.76 | i | CC(C)OCC(O)CS(=O)Cc1ccccc1 (stereo unspecified)
0.33 | i | COc1ccc(-c2cc3nc(C4CCN(C(=O)OC(C)(C)C)CC4)c(C(=O)O)cn3n2)cc1
0.83 | i | COc1ccccc1-c1cc(C(F)(F)F)nc(NCc2cccs2)n1
-0.06 | i | C=CCn1cnc2c(nnn2-c2ccc(C)c(Cl)c2)c1=O
-0.24 | i | O=c1c2cc(F)ccc2[nH]c(=S)n1Cc1ccc(F)cc1
-0.04 | i | COc1ccc(-c2[nH]nc3c2C(c2ccoc2)C(C#N)=C(N)O3)cc1 (stereo unspecified)
0.12 | i | COc1ccc(C(=O)Nc2cc(C(=O)O)cc(C(=O)O)c2)cc1Cl
0.44 | i | COc1ccc(/C=N\Nc2ccc([N+](=O)[O-])cc2[N+](=O)[O-])c(C(=O)O)c1OC
0.04 | i | O=C1NCCCN1Cc1ccc(Cl)cc1
-0.23 | i | Cc1nccn1CC(=O)N/N=C/c1ccccc1O
2.5 | i | O=C(CCSCc1ccccc1)Nc1ccc2c(c1)OCCO2
-1.4 | -6* | COc1ccc(-c2n(Cc3ccccc3)c3ccccc3[n+]2Cc2ccccc2)cc1
-1.5 | i | CCc1ccc(CN(C)CC(=O)Nc2ccc3c(c2)CCC3)cc1
0.18 | i | CCCCC(=O)OCCNC(=O)c1cc2ccccc2oc1=O
0.19 | i | COc1ccc(CCN2C(=O)C3C4CC(C5C(C(=O)O)=NOC45)C3C2=O)cc1OC (stereo unspecified)
0.12 | i | CCCN1CCC(=NNc2ccc(S(=O)(=O)N3CCOCC3)cc2[N+](=O)[O-])CC1
0.13 | i | O=C(Nc1cccc(Cl)c1)OC1CCCCc2cccnc21 (stereo unspecified)
-0.02 | i | CCCCCn1c(SCC(=O)CC(=O)OCC)nc2cc(C(=O)N3CCC(C(N)=O)CC3)ccc2c1=O
0.35 | i | Cc1ccc(S(=O)(=O)c2cc3c(=O)n4ccccc4nc3n(CCCN3CCOCC3)c2=N)cc1C
1.3 | i | COC(=O)c1ccc(/C=N/n2cnnc2)cc1
-2.3 | i | Cc1ccc(C(=O)N2CCN(c3ccc(Cl)cc3)CC2)cc1
1.4 | i | COc1nnc(-c2ccc(N3CCCCC3)c(N)c2)c2ccccc12
1.8 | i | CC(C)CC(/C(O)=C(\C#N)c1nc2ccccc2[nH]1)N1C(=O)c2ccccc2C1=O (stereo unspecified)
1 | i | Cn1cccc1C1C(C#N)=C(N)OC2=C1C(=O)CCC2 (stereo unspecified)
0.71 | i | O=C(COC(=O)CCc1ccccc1)Nc1ccc(F)cc1Cl
-0.74 | i | COc1ccc(CCN(Cc2ccccn2)C(=S)Nc2cccc(SC)c2)cc1OC
2.1 | i | CC12CCC(=O)N1C(C(=O)Nc1cccc(S(=O)(=O)N3CCCCC3)c1)CS2 (stereo unspecified)
-0.99 | i | Cc1ccccc1Oc1ncnc2oc(-c3ccccc3)cc12

Source: PubChem (Johns Hopkins Ion Channel Center)
